CaV13 ICDI inh: Disruptors of the CACNA1D IQ motif to Ca2+-dependent inactivation inhibitor domain association, primary screening, Förster resonance energy transfer in intact living …. HEK cells, CFP/YFP FRET ICDI-IQ, plate reader, 10 min; percent FRET-ratio fall versus neutral wells. inhibition, % at 12.3 µM. hit rate 0.098% among 340,000;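 active means mean replicate inhibition of at least 30% and at least 1% of replicates passing that level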;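 further: 0% = median of the neutral control wells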
iPSC survival up: enhancers of single-cell hiPSC survival, primary screen, ATPlite luminescence. 100% = ROCK inhibitor wells, 0% = DMSO. survival enhancement, % at 20 µM. hit rate 0.044% among 360,000; in the data active means survival enhancement above about 18%;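 further: cells exposed to compounds for 16 hours before the ATP read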
N-glyco inh: increase of ERlucT glycosylation luciferase signal, primary screen, N-linked glycosylation inhibitor project, D54 ERlucT cells, luminescence, set 2 | D54 ERlucT glycosylation luciferase reporter, 24 h; percent of 100 nM tunicamycin response | reporter increase, % at 12.5 µM | hit rate 0.23% among 360,000 | AID 588692, 2011;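 active means mean luciferase reporter signal, scaled so untreated is 0 and the glycosylation-blocking control 100, at or above a set limit in every replicate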;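 further: luciferase carries N-glycosylation sites so blocking glycosylation raises the light; 0% = median of neutral control wells and 100% = median of 100 nM tunicamycin wells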
m5-HT2A agonist: mouse Htr2a agonists via beta-arrestin recruitment, primary screen, cell-based, luminescence. activation, % at 7.6 µM. hit rate 0.66% among 360,000. CHO-K1 mHTR2A beta-arrestin complementation; percent of 30 µM serotonin response. 5-hydroxytryptamine receptor 2A (Mus musculus), P35363;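 active means activation above a run cutoff, the mean activation of all tested compounds plus 3 SD, cut at about 14% in these data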;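 further: 0% = plate median of compound wells and 100% = 30 µM serotonin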
Target sequence (P35363 whole entry, looked up): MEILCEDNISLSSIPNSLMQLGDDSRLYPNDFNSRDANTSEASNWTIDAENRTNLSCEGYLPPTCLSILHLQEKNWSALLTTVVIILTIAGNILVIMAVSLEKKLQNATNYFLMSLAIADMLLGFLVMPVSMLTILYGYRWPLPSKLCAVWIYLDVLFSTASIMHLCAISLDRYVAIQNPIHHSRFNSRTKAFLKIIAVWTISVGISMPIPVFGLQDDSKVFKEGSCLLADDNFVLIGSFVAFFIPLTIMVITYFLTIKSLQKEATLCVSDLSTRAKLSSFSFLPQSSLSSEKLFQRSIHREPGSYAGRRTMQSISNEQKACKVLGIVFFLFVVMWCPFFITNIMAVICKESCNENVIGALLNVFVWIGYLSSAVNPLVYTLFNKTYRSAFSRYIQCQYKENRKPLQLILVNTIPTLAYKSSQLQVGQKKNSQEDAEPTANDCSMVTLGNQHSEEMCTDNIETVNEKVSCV
Vif imaging: HIV Vif self-association inhibitors, primary screen, imaging, HEK293T, single point | HEK293T cells, Vif self-association by quenched fluorescence, 24 h | AID 602346, 2012 | inhibition, % at 7.49 µM | hit rate 0.35% among 340,000; in the data active means inhibition above about 50%, passing the limit was not always enough; further: some results filed as inactive read as strong as hits
aDG glyco act: activators of alpha-DG glycosylation, primary screen, uHTS, Pro5-aDG cells, AlphaScreen; alpha-DG glycosylation AlphaScreen (IIH6); 0% Pro5, 100% B10-LARGE cell signal; activation, % at 10 µM; hit rate 0.22% among 360,000; AID 624168, 2012;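 active means activation of at least 8% versus controls, or a plate z-score of at least 8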;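 further: Pro5 are CHO cells carrying HIG-tagged alpha-DG that lacks glycosylation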
H9c2 protect: cardioprotection against H2O2-induced cell death, primary screen, uHTS, H9c2 cells, ATPLite luminescence. AID 588492, 2011. hit rate 0.63% among 360,000. H9c2 cardiomyocytes, H2O2 injury protection, 2 h. protection from H2O2 cell death, % at 20 µM;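 active means compounds giving at least 50% protection of heart cells from peroxide-induced death in the single-dose screen, raw or plate-pattern-corrected value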;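 further: 0% = DMSO wells with peroxide and 100% = DMSO wells without peroxide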
Granule exo inh: LAMP-1 surface exposure blockers, TALL-104 cells – cell-based, flow cytometry, MLPCN library, primary screen | TALL-104 LAMP-1 surface exposure; cells stimulated with thapsigargin and PMA | inhibition, % at 10 µM | hit rate 0.66% among 360,000;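 active means inhibition above about 55%, limit read from the data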
ABCB6 inh 2: ABCB6 transporter inhibitors, primary screen, K562-ABCB6 cells, flow cytometry, MLPCN library | hit rate 0.19% among 360,000 | fluorescence ratio to DMSO, % at 10 µM | AID 602162, 2011 | K562-ABCB6 porphyrin accumulation, 1 h; hits give low values;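 active means fluorescence ratio to DMSO below 75%, the collection mean minus 3 SD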;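 further: signal is porphyrin accumulated inside mitochondria; 100% equals median channel fluorescence of DMSO control wells; lower ratio means ABCB6 inhibition with less porphyrin fluorescence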
PDI turbidity: inhibitors of human PDI, primary screen, biochemical, turbidity, single point, plate reader; Protein disulfide-isomerase (Homo sapiens), P07237; PDI insulin aggregation turbidity, A650, 90 min; inhibition, % at 10 µM; hit rate 0.052% among 350,000; AID 588391, 2011;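 active means mean inhibition across replicates of 30% or more, whatever share of single replicates reach that level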;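 further: absorbance from insulin aggregation driven by PDI reduction with DTT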
Target sequence (P07237 whole entry, looked up): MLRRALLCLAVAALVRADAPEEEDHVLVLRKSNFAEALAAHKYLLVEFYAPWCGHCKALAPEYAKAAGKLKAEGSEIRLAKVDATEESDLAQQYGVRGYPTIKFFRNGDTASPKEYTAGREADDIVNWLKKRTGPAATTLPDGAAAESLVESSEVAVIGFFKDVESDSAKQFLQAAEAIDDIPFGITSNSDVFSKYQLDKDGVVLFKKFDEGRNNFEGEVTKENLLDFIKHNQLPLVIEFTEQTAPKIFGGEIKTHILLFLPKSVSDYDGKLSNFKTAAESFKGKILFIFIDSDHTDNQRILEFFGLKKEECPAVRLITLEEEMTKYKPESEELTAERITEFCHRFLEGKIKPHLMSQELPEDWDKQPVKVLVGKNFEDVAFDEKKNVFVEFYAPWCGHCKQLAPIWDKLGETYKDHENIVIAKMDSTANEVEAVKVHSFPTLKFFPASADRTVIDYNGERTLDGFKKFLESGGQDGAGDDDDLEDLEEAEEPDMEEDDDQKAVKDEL
Numbers without * were called inactive.

`CCOC(=O)N1CCN(C(=O)c2ccccc2NS(=O)(=O)c2ccc(C)cc2)CC1` gave CaV13 ICDI inh -3, iPSC survival up 0.0, N-glyco inh 0, m5-HT2A agonist 1, Vif imaging 3, aDG glyco act 0.5, H9c2 protect 4, Granule exo inh 0, ABCB6 inh 2 95 and PDI turbidity -2.
COc1ccc(-c2csc(NC(=O)CCNC(=O)c3ccco3)n2)cc1OC was read as CaV13 ICDI inh -4, iPSC survival up -0.1, N-glyco inh -1, m5-HT2A agonist 10, Vif imaging 2, aDG glyco act 0.1, H9c2 protect 9, Granule exo inh 0, ABCB6 inh 2 91 and PDI turbidity 0.
`COc1ccc(OC)c(NC(=O)COC(=O)CNC(=O)c2ccc(OC)c(OC)c2)c1` gave CaV13 ICDI inh -7, iPSC survival up -1.2, N-glyco inh 1, m5-HT2A agonist -1, Vif imaging -11, aDG glyco act -0.1, H9c2 protect 4, Granule exo inh 2, ABCB6 inh 2 95 and PDI turbidity -1.
CN(C)c1ccnc(SCc2ccccc2Cl)c1C#N was read as CaV13 ICDI inh -4, iPSC survival up -0.6, N-glyco inh -6, m5-HT2A agonist -1, Vif imaging -2, aDG glyco act -0.1, H9c2 protect -13, Granule exo inh 0, ABCB6 inh 2 97 and PDI turbidity 3.
`CC1CCN(S(=O)(=O)c2ccc(C(=O)Nc3nnc(-c4ccncc4)o3)cc2)CC1` gave CaV13 ICDI inh -18, iPSC survival up 2.7, N-glyco inh 5, m5-HT2A agonist 6, Vif imaging 30, aDG glyco act 0.5, H9c2 protect 11, Granule exo inh -8, ABCB6 inh 2 98 and PDI turbidity 8.
For COc1ccc(NC(=O)CN2C(=O)C(C)Oc3ccc(C)cc32)cc1 (configuration not stated) the results were CaV13 ICDI inh -1, iPSC survival up 0.5, N-glyco inh -6, m5-HT2A agonist 1, Vif imaging -1, aDG glyco act -0.1, H9c2 protect 6, Granule exo inh -4, ABCB6 inh 2 99 and PDI turbidity 8.
C#CCNC(=O)C1=C[C@@H](C2CC2)C[C@@H](OCCCCO)O1 was read as CaV13 ICDI inh -4, iPSC survival up 3.7, N-glyco inh 0, m5-HT2A agonist -2, Vif imaging -1, aDG glyco act 0.3, H9c2 protect 4, Granule exo inh 5, ABCB6 inh 2 98 and PDI turbidity 1.
For Cc1sc2nc(CN3CCN(S(=O)(=O)c4cccc5nonc45)CC3)[nH]c(=O)c2c1C the results were iPSC survival up -2.7, N-glyco inh 1, m5-HT2A agonist 1, aDG glyco act 0.2, H9c2 protect 48, Granule exo inh 1, ABCB6 inh 2 24* and PDI turbidity 1.
Screening Cc1[nH]c2ccccc2c1SCCNC(=O)c1ccc(Br)o1 returned CaV13 ICDI inh -8, iPSC survival up 2.9, N-glyco inh -3, m5-HT2A agonist -4, Vif imaging 13, aDG glyco act 0.0, H9c2 protect 5, Granule exo inh 3, ABCB6 inh 2 99 and PDI turbidity -32.
For COc1ccc(C2C3=C(CC(C)(C)CC3=O)Oc3ncn(Cc4ccccc4)c(=N)c32)cc1 (configuration not stated) the results were CaV13 ICDI inh -7, iPSC survival up -3.5, N-glyco inh -5, m5-HT2A agonist -1, Vif imaging 0, aDG glyco act 0.4, H9c2 protect 9, Granule exo inh 2, ABCB6 inh 2 101 and PDI turbidity -8.
`Cc1ccccc1OCC(O)CN1CCN(c2ccccn2)CC1` (configuration not stated) gave CaV13 ICDI inh -1, iPSC survival up 0.7, N-glyco inh 2, m5-HT2A agonist -8, Vif imaging 9, aDG glyco act 0.2, H9c2 protect -5, Granule exo inh -1, ABCB6 inh 2 103 and PDI turbidity 2.
Screening CCCCCCN1CCN(C2CN(Cc3cn(CCCC(=O)OC)nn3)S(=O)(=O)C2)CC1 (configuration not stated) returned CaV13 ICDI inh -8, iPSC survival up -0.4, m5-HT2A agonist 2, aDG glyco act 1.7, Granule exo inh -4 and ABCB6 inh 2 98.
Cc1sc2nc(SCC(=O)c3cccs3)n(Cc3ccco3)c(=O)c2c1C was read as CaV13 ICDI inh -10, iPSC survival up -1.4, N-glyco inh -1, m5-HT2A agonist 6, Vif imaging -8, aDG glyco act 0.5, H9c2 protect -10, Granule exo inh -1, ABCB6 inh 2 103 and PDI turbidity -4.
O=C1OC(CN(Cc2ccccc2)Cc2ccccc2)CN1N=Cc1ccc([N+](=O)[O-])o1 (configuration not stated) was read as CaV13 ICDI inh -6, iPSC survival up -3.7, N-glyco inh 10, m5-HT2A agonist 2, Vif imaging -26, aDG glyco act 2.0, H9c2 protect -13, Granule exo inh 48, ABCB6 inh 2 99 and PDI turbidity 1.
Screening CN(C)c1ccc(C(C(=O)NCc2ccccc2)N(Cc2ccco2)C(=O)c2snc(C(N)=O)c2N)cc1 (configuration not stated) returned CaV13 ICDI inh -6, iPSC survival up -0.7, N-glyco inh -3, m5-HT2A agonist 16*, Vif imaging 24, aDG glyco act -0.4, H9c2 protect 78*, Granule exo inh 99*, ABCB6 inh 2 109 and PDI turbidity -5.

Overlap with the part before: two entries; new compounds follow.
O=C1OC(CN(Cc2ccccc2)Cc2ccccc2)CN1N=Cc1ccc([N+](=O)[O-])o1 (configuration not stated) was read as CaV13 ICDI inh -6, iPSC survival up -3.7, N-glyco inh 10, m5-HT2A agonist 2, Vif imaging -26, aDG glyco act 2.0, H9c2 protect -13, Granule exo inh 48, ABCB6 inh 2 99 and PDI turbidity 1.
Screening CN(C)c1ccc(C(C(=O)NCc2ccccc2)N(Cc2ccco2)C(=O)c2snc(C(N)=O)c2N)cc1 (configuration not stated) returned CaV13 ICDI inh -6, iPSC survival up -0.7, N-glyco inh -3, m5-HT2A agonist 16*, Vif imaging 24, aDG glyco act -0.4, H9c2 protect 78*, Granule exo inh 99*, ABCB6 inh 2 109 and PDI turbidity -5.
For COC(=O)C(NC(=O)c1ccccc1)c1ccccc1 (configuration not stated) the results were CaV13 ICDI inh -7, iPSC survival up 0.4, N-glyco inh 1, m5-HT2A agonist 0, Vif imaging -2, aDG glyco act -0.3, H9c2 protect 1, Granule exo inh -1, ABCB6 inh 2 94 and PDI turbidity 10.
O=C(c1cccc(C(F)(F)F)c1)c1c[nH]c(C(=O)NCCCN2CCOCC2)c1 was read as CaV13 ICDI inh -7, iPSC survival up 2.6, N-glyco inh 1, m5-HT2A agonist -3, Vif imaging 3, aDG glyco act -0.1, H9c2 protect 3, Granule exo inh -1, ABCB6 inh 2 96 and PDI turbidity 2.
`CC1=CC2=NC(=O)CC(C)(C(=O)N(CC(=O)NC(C)(C)C)C3CCCC3)N2C=C1` (configuration not stated) gave CaV13 ICDI inh -4, iPSC survival up -0.5, N-glyco inh 0, m5-HT2A agonist 0, Vif imaging 14, aDG glyco act -0.1, H9c2 protect -3, Granule exo inh 0, ABCB6 inh 2 99 and PDI turbidity -6.
Screening Cc1cccc(OCC(=O)Nc2ccc(C(=O)O)cc2NC(=O)COc2cccc(C)c2)c1 returned CaV13 ICDI inh -3, iPSC survival up -0.4, N-glyco inh 5, m5-HT2A agonist 12, Vif imaging -3, aDG glyco act -0.4, H9c2 protect -2, Granule exo inh -8, ABCB6 inh 2 96 and PDI turbidity 2.
Cc1cc2nnc(SC(C)C)n2c2ccccc12 was read as iPSC survival up 1.7, N-glyco inh 3, m5-HT2A agonist 1, Vif imaging 9, aDG glyco act 1.1, H9c2 protect 13, Granule exo inh -2, ABCB6 inh 2 103 and PDI turbidity 4.
Screening O=C(C1CCN(S(=O)(=O)c2cccc3cccnc23)CC1)N1CCN(C2CCCCC2)CC1 returned iPSC survival up -2.0, N-glyco inh -2, m5-HT2A agonist -2, Vif imaging -4, aDG glyco act -0.2, H9c2 protect 4, Granule exo inh 8, ABCB6 inh 2 103 and PDI turbidity 2.
For Nc1c(C(=O)NCCc2ccccc2)sc2nc(N3CCOCC3)c3c(c12)CCCC3 the results were CaV13 ICDI inh -5, iPSC survival up 1.4, N-glyco inh -3, m5-HT2A agonist -1, Vif imaging -13, aDG glyco act 0.2, H9c2 protect 23, Granule exo inh 6, ABCB6 inh 2 92 and PDI turbidity 3.
Screening C=CCn1c(SCC(=O)Nc2ccc(C(=O)O)cc2)nc2scc(-c3ccccc3)c2c1=O returned CaV13 ICDI inh -17, iPSC survival up 5.7, N-glyco inh 0, m5-HT2A agonist 2, Vif imaging -1, aDG glyco act -0.2, H9c2 protect 0, Granule exo inh -7, ABCB6 inh 2 96 and PDI turbidity 1.
`Fc1ccccc1NC(=S)NCCc1ccc(Cl)cc1` gave CaV13 ICDI inh -6, iPSC survival up -0.1, N-glyco inh 1, m5-HT2A agonist -3, Vif imaging -6, aDG glyco act 0.4, H9c2 protect -10, Granule exo inh -1, ABCB6 inh 2 98 and PDI turbidity -2.
`CCC(=O)Nc1cccc(NC(=S)NC(=O)c2ccc(Cl)cc2)c1` gave CaV13 ICDI inh -8, iPSC survival up -2.4, N-glyco inh 3, m5-HT2A agonist 1, Vif imaging -6, aDG glyco act 0.6, H9c2 protect -13, Granule exo inh 1, ABCB6 inh 2 98 and PDI turbidity 21.
`O=C(CN1C2=NCCN2c2ccccc21)c1cccs1` gave CaV13 ICDI inh -4, iPSC survival up 1.9, N-glyco inh -2, m5-HT2A agonist 4, Vif imaging -3, aDG glyco act 0.9, H9c2 protect 2, Granule exo inh 4, ABCB6 inh 2 98 and PDI turbidity -13.
`CCOC(=O)C(CCC(C)=O)C(=O)c1ccccc1` (configuration not stated) gave CaV13 ICDI inh -5, iPSC survival up -2.4, N-glyco inh 0, m5-HT2A agonist -2, Vif imaging -3, aDG glyco act -0.1, H9c2 protect 1, Granule exo inh -6, ABCB6 inh 2 92 and PDI turbidity -5.
For Cc1ccc(NC(=O)/C=C/c2ccc(Cl)cc2)nc1 the results were CaV13 ICDI inh -5, iPSC survival up -0.6, N-glyco inh 3, m5-HT2A agonist -1, Vif imaging -25, aDG glyco act -0.2, H9c2 protect -3, Granule exo inh 4, ABCB6 inh 2 99 and PDI turbidity 6.
For O=C1CCCC2(O)C1C(c1cccc(Br)c1)NC(=O)N2Cc1ccccc1 (configuration not stated) the results were CaV13 ICDI inh -6, iPSC survival up 1.9, N-glyco inh -1, m5-HT2A agonist 2, Vif imaging 6, aDG glyco act 0.0, H9c2 protect 2, Granule exo inh -5, ABCB6 inh 2 100 and PDI turbidity 5.
`COC(=O)Nc1cc(C(F)(F)F)ccc1N1CCN(c2ccccc2)CC1` gave CaV13 ICDI inh -9, iPSC survival up -1.2, N-glyco inh -3, m5-HT2A agonist 6, Vif imaging -4, aDG glyco act 0.2, H9c2 protect -2, Granule exo inh -3, ABCB6 inh 2 94 and PDI turbidity 3.
`CC(C)(C)[C@H]1C=C(C(=O)N2CCOCC2)O[C@@H](OCCCCO)C1` gave CaV13 ICDI inh -6, iPSC survival up -1.1, N-glyco inh 3, m5-HT2A agonist 1, Vif imaging -8, aDG glyco act -0.2, H9c2 protect 12, Granule exo inh 7, ABCB6 inh 2 97 and PDI turbidity -3.

From PubChem BioAssay
